High-throughput results from PubChem BioAssay.
Rhodamine fluor: compound autofluorescence in rhodamine spectral region; Rhodamine-region fluorescence, 547/598 nm, Tris buffer; hits give high values; max dye-equivalent concentration, M; AID 594; 59,000 tested, 0.05% active; in the data active = max dye-equivalent concentration above about 11 nM; inconclusive = between about 1.1 nM and that limit
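Steps: pin-transfer compounds into pH 8.0 Tris (100 mM), hold 15 min at room temperature, image with a 547/598 nm filter pair, and convert intensities to rhodamine-equivalent concentration using a six-point on-plate rhodamine series.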
HBB splicing: alters splicing of the hemoglobin beta chain; 65,000 tested, 0.06% active; AID 925; Potency, µM (doses to about 46.1 µM), for the others: at the highest dose activation, usual class: activators; HBB splicing reporter cell assay, activation; EGFP reporter with mutant IVS2-654 intron; response scale: normalised to 500 nM splice-correcting PNA; also: potency is read from the fitted curve at half-maximal effect; 0% is about no effect
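HeLa cells stably expressing EGFP interrupted by mutant beta-globin intron 2 (IVS2-654), 500/well in 2% FCS. Treated with compound for 2 days at 37C. Splicing correction scored as total well GFP intensity (488 nm excitation, 500-520 nm emission); 500 nM antisense PNA served as control.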
HADH2 inhib: blocks human hydroxyacyl-CoA dehydrogenase type II | 73,000 tested, 3.4% active | AID 886 | Q99714 | Potency, µM (titrated, usually from 57.1 µM), for inactives: at the top dose activity change, negative = inhibition, actives largely listed as inhibitors | recombinant HADH2, NADH fluorescence, beta-hydroxybutyryl-CoA; also: potency is read from the fitted curve at half-maximal effect; % is scaled to controls: 0 for no effect and ±100 for the full control effect; nearly all actives have a fitted effect of over 60% in size; many of its hits are not listed in these tables
Target sequence (Q99714 whole entry, looked up, one chain of several): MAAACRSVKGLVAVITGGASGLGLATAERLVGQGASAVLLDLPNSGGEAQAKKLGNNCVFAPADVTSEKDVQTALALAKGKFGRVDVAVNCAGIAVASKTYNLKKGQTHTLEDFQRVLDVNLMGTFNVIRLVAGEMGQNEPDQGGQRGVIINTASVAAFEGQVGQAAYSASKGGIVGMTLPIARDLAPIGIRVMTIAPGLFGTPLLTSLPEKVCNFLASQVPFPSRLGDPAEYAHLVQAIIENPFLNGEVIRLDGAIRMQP
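20 nM HADH2 + cpd, 15 min RT; add 1 mM NAD+/90 uM beta-hydroxybutyryl-CoA; kinetic fluorescence 360/450 nm, 4 min. Tris-HCl pH 9.0, 0.01% Tween-20.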
GFP derepression: derepresses silenced GFP locus in mouse C127i cells; mouse C127i GFP locus derepression, cytometry, 30 h; Potency, µM (highest dose often 46.1 µM), inactives show top-dose GFP derepression (activation); 68,000 tested, 0.09% active; also: % of control where 0% means no effect
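Read-out is the number of GFP-positive cells, scored as fluorescent objects 20 to 120 um wide, reflecting derepression of a silenced CMV-GFP reporter in murine C127i cells after 30 h compound exposure at 37 C.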
Fluorescein fluor: fluorescein region autofluorescence; Compound autofluorescence, 480/540 nm, fluorescein-equivalent; hits give high values; max fluorescein-equivalent concentration, M; 59,000 tested, 0.91% active; in the data active = max fluorescein-equivalent concentration above about 10 nM; inconclusive = between about 1.1 nM and that limit
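First, buffer (100 mM Tris, pH 8.0) dispensed; second, compounds and fluorescein standards pinned in; third, 15 min room-temperature incubation; finally, imaging at ex 480 nm/em 540 nm. Fluorescence normalized against the six-point fluorescein curve.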
ALOX15 inhib: inhibitors of human 15-lipoxygenase (ALOX15); P16050; purified 15hLO-1, xylenol orange hydroperoxide absorbance; Potency, µM (series often up to 57.1 µM), for inactives: top-dose activity change, negative = inhibition, actives largely listed as inhibitors; 74,000 tested, 1.4% active; AID 887; also: potency is read from the fitted curve at half-maximal effect; % is scaled to controls: 0 for no effect and ±100 for the full control effect; nearly all actives have a fitted effect of over 55% in size
Target sequence (P16050 whole entry, looked up): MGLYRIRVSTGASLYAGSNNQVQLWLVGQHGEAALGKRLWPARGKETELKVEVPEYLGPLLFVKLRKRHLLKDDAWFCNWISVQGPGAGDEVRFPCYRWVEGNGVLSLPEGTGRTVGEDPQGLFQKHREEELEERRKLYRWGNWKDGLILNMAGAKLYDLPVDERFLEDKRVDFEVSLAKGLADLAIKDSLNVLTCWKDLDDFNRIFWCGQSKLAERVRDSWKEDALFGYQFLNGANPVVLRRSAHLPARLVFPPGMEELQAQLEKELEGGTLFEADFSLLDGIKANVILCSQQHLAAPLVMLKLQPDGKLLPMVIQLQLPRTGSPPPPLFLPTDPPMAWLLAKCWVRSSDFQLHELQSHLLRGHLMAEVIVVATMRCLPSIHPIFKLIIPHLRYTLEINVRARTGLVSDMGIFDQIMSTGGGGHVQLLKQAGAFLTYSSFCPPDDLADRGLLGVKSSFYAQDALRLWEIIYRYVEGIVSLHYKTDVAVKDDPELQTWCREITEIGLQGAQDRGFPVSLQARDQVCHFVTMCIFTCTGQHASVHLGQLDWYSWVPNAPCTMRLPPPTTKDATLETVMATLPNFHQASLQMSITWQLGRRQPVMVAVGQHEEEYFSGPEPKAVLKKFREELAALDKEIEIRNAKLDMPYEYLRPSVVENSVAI
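Purified human 15hLO-1 (40 nM final) in 25 mM Hepes pH 7.5, 0.01% Triton X-100 was preincubated with compound 15 min at room temperature, then reacted 6 min with 50 uM arachidonic acid; hydroperoxide detected by Fe-XO, 573/405 nm absorbance ratio.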
4MU fluor: compounds fluorescent in 4-MU spectral region. max dye-equivalent concentration, M. compound autofluorescence, 340/450 nm, 4-MU equivalents; hits give high values. AID 589. 59,000 tested, 11% active; in the data active = max dye-equivalent concentration above about 10 nM; inconclusive = mostly about 1.1 nM to 9.6 nM
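Intrinsic fluorescence at 340/450 nm (ex/em) was read after 15 min at room temperature in pH 8.0, 100 mM Tris. Each compound concentration expressed as 4-MU-equivalent concentration from a six-point 4-MU standard series on each plate.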
DNA Pol III inh: inhibitors of bacterial DNA polymerase III holoenzyme; reconstituted DNA polymerase III holoenzyme replication, biochemical; Potency, µM (top dose mostly 57.1 µM), for inactives: top-dose activity change, negative = inhibition; 71,000 tested, 0.25% active; AID 603; also: potency is read from the fitted curve at half-maximal effect; % is scaled to controls: 0 for no effect and ±100 for the full control effect
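Reconstituted *E. coli* holoenzyme (0.35 nM Pol III, 1 nM beta, 154 nM SSB, 2 nM primase) was preincubated with compound for 15 min at RT. Synthesis on 1.4 nM ssM13Gori ran 35 min, then was stopped with PicoGreen/EDTA and read as dsDNA fluorescence.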
TexasRed autofl: Texas Red region autofluorescence. max dye-equivalent concentration, M. Compound fluorescence, Texas Red channel, 547/618 nm; hits give high values. 59,000 tested, 0.06% active; in the data active = max dye-equivalent concentration above about 10 nM; inconclusive = between about 1.1 nM and that limit
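Dye-equivalent concentrations come from scaling compound signal (ex 547, em 618 nm) to six Texas Red standard concentrations run on every plate, after 15 min room-temperature incubation in pH 8.0 Tris (100 mM).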
UbGFP stabilizer: inhibits proteasome, raising ubiquitin-GFP reporter fluorescence. Potency, µM (doses to about 45.9 µM), without a hit: at the top dose activation (GFP accumulation), most hits filed as activators. 67,000 tested, under 10 active. Ubiquitin-GFP reporter cells, proteasome inhibition, GFP fluorescence; response scale: untreated = 0%, 10 µM MG-132 = 100%; active = well fitted activation curve with a large enough effect, not every such curve was filed as active; inconclusive = small, poorly fitted or top-dose-only effect, or another doubt; inactive = no such curve, though single readings can be large or run the other way; also: potency is read from the fitted curve at half-maximal effect
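U2OS cells expressing ubiquitin(G76V)-GFP, seeded overnight in 0.5% FBS medium, then treated 4 hr at 37 C across 46 uM to 2.9 nM. GFP-positive cells counted by laser cytometry (488 ex/515 em); %activity scaled between basal and 10 uM MG-132.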
Hsp90 Hop PPI: changes Hsp90-Hop TPR2A binding signal, up or down | AlphaScreen TPR2A-His6 binding biotin-Hsp90 C-terminal peptide | Potency, µM (series often up to 57 µM), inactives show top-dose activity change, negative = inhibition | 71,000 tested, 0.44% active | AID 595; active = well fitted curve in either direction with a large enough effect; inconclusive = small, poorly fitted or top-dose-only effect, or another doubt; also: potency is read from the fitted curve at half-maximal effect; % is scaled to controls: 0 for no effect and ±100 for the full control effect; many of its hits are not listed in these tables
* marks the source's active call; other numbers are inactive results; i = inactive; ? = inconclusive; . = no result given; [ ] = dose if it differs, or a comment. Unless noted, calls follow the shape of the dose curve; as a rule, active = well fitted curve in the direction sought with a large enough effect; inconclusive = small, poorly fitted or top-dose-only effect, or another doubt; inactive = no such curve, though single readings can be large; an effect the other way counts as inactive or inconclusive.

SMILES | Rhodamine fluor | HBB splicing | HADH2 inhib | GFP derepression | Fluorescein fluor | ALOX15 inhib | 4MU fluor | DNA Pol III inh | TexasRed autofl | UbGFP stabilizer | Hsp90 Hop PPI
COc1ccc(Cl)cc1NC(=O)COc1cccc(-n2cnnn2)c1 | i | . | 13% | -3% | i | -4% | i | -8% | i | 3% | 0%
COc1cc(CC(=O)Nc2ccc(S(=O)(=O)N(C)C)cc2)cc(OC)c1OC | i | -1.8% | 1% | -1% | ? | 21% | i | 2% | i | -3% | -1%
O=C(NCCCN1CCCC1=O)c1ccc2c(c1)OCO2 | i | 4.0% | 5% | 6% | i | -1% | i | 2% | i | 1% | -4%
Cc1ccc(C(=O)CSc2nnc(-c3cccs3)n2C)o1 | . | -0.5% | 0% | . | . | -4% | . | -2% | . | -7% | -4%
COc1ccccc1CN(Cc1nc2ccccc2c(=O)[nH]1)C(=O)Nc1ccccc1 | i | -0.2%[57.5 µM] | 32%[activator] | 2% | ? | ? | i | ? | i | -6% | -4%
O=C(C1CCN(Cc2ccccc2)CC1)N1CCCC1 | . | 0.1% | 0% | 0% | . | -7% | . | 2% | . | -3% | -5%
CCCC(=O)Nc1ccc2oc(-c3ccc(OC)c(Br)c3)nc2c1 | i | -2.6%[57.5 µM] | -13% | -2% | i | -12% | ? | 3% | ? | -2% | 4%
Fc1cccc(CN2CCN(c3ncccn3)CC2)c1 | . | -2.7%[0.0738 µM] | -8%[11.4 µM] | 0% | . | -11%[11.4 µM] | . | 0%[11.4 µM] | . | 13%[9.17 µM] | -3%[11 µM]
COc1ccc(C2SCCN2S(=O)(=O)c2ccccc2)cc1OC (stereo unspecified) | i | . | -1% | 5% | i | 3% | i | -2% | ? | 0% | -3%
CCOC(=O)Cc1csc(NC(=O)c2ccoc2C)n1 | i | 2.2% | -2% | 3% | i | -3% | i | -3% | ? | 6% | 0%
COc1cccc(NC(=O)C2CC(=O)OC23CCOC(C)(C)C3)c1 (stereo unspecified) | . | -2.4% | 3% | 0% | . | 14% | . | 0% | . | 8% | -4%
Cc1ccccc1NS(=O)(=O)c1ccc(C2CNC(=O)C2)cc1 (stereo unspecified) | i | 0.3% | 9% | 0% | i | 2% | i | 1% | i | 0% | ?
COc1ccc(-c2cc(O)cc(O)c2)cc1 | i | 1.3% | -19% | -3% | ? | -7% | i | 4% | i | 4% | -1%
Cc1ccc(OCC(O)Cn2c(=N)n(CCN3CCCCC3)c3ccccc32)cc1 (stereo unspecified) | i | 3.8%[0.369 µM] | 5% | 3% | i | -7% | i | -5% | i | . | -1%
Cc1onc(-c2ccccc2)c1C(=O)Nc1ccc2c(c1)OCO2 | . | 0.5%[9.22 µM] | -2% | 4% | . | 0% | . | -7% | . | ? | -2%
O=C(CC1C(=O)NCCN1C(=O)c1ccc(F)cc1)OCc1ccccc1 (stereo unspecified) | i | 4.8% | 1% | 0% | ? | 0% | i | 0% | ? | -3% | -3%
Cc1cccc(NC(=O)CSc2nnc(-c3ccccc3C)o2)c1 | i | 1.3% | 18% | -1% | i | -20% | i | 0% | i | -4% | 1%
Nc1ncc(-c2cc3ccccc3oc2=O)s1 | i | 0.0% | -18% | 0% | i | -11% | i | -5% | i | -10% | -4%
Cc1ccccc1NC(=O)C1CCCN(S(=O)(=O)c2cccc3cccnc23)C1 (stereo unspecified) | . | -0.9% | -8% | 0% | . | -2% | . | -4% | . | -6% | 0%
O=C(O)CCCC(=O)Nc1ccc(C(=O)N2CCCCC2)cc1 | i | -0.2% | -7% | 0% | ? | 1% | i | -3% | i | 5% | -1%
CC1(C)Cc2nc(N)c(=O)sc2C1 | i | -0.3%[57.5 µM] | -12% | -2% | i | -5% | i | -6% | ? | 0% | -1%
N#Cc1c(N)n(C2CCCCC2)c2nc3ccccc3nc12 | i | -2.7% | 10% | 9% | ? | -6% | i | 3% | i | 6% | -2%
O=C(NCc1ccc2c(c1)OCO2)C1CCN(Cc2cnn(-c3ccccc3)c2-n2cccc2)CC1 | i | 1.4% | -7% | 3% | i | -10% | i | -6% | ? | -9% | -6%
O=C(Nc1ccc2c(c1)CCC2)C1CCCN(c2ncccn2)C1 (stereo unspecified) | i | . | 9% | -2% | i | 0% | i | 5% | i | 7% | 3%
O=C(CCC1CCCC1)NCCCN1CCOCC1 | i | -0.9% | 9% | -3% | i | 7% | i | -7% | i | -2% | -1%

A second format for part of the listing above.
compound	Rhodamine fluor	HBB splicing	HADH2 inhib	GFP derepression	Fluorescein fluor	ALOX15 inhib	4MU fluor	DNA Pol III inh	TexasRed autofl	UbGFP stabilizer	Hsp90 Hop PPI
CC1(C)Cc2nc(N)c(=O)sc2C1	i	-0.3%[57.5 µM]	-12%	-2%	i	-5%	i	-6%	?	0%	-1%
N#Cc1c(N)n(C2CCCCC2)c2nc3ccccc3nc12	i	-2.7%	10%	9%	?	-6%	i	3%	i	6%	-2%

Other structures follow:
SMILES | Rhodamine fluor | HBB splicing | HADH2 inhib | GFP derepression | Fluorescein fluor | ALOX15 inhib | 4MU fluor | DNA Pol III inh | TexasRed autofl | UbGFP stabilizer | Hsp90 Hop PPI
CC(=O)Oc1ccc(/C=c2\sc3ncnn3c2=O)cc1 | i | -0.2% | -5% | 2% | i | -12% | i | 0% | i | ? | -1%
Cc1c(S(=O)(=O)N2CCN(c3cccc(C(F)(F)F)c3)CC2)c(=O)n(C)c(=O)n1C | . | 1.1% | ? | . | . | -1% | . | -5% | . | -8% | -4%
COc1cc(C(=O)Nc2cccc3ncccc23)cc(OC)c1OC | i | 6.2% | -4% | 3% | ? | 2% | 5.1e-07M* | 0% | i | 5% | 0%
O=C(Sc1nnnn1C1CCCCC1)c1cccs1 | i | -0.5% | ? | 3% | i | ? | i | -4% | i | -3% | 1%
CSc1cccc(NC(=O)CN(c2ccc(C)cc2C)S(C)(=O)=O)c1 | . | -4.9% | 8% | 0% | . | ? | . | 1% | . | -7% | 1%
CCn1c(-c2ccco2)n[nH]c1=S | i | . | . | -5%[20.6 µM] | ? | . | i | . | i | . | .
O=C1[C@@H]2C(c3ccccc3Cl)=NO[C@@H]2C(=O)N1Cc1ccccc1 | i | 2.0%[57.5 µM] | -5% | 0% | i | -3% | i | -2% | ? | 3% | 0%
CC1=CC(=C(C#N)c2nc3ccccc3s2)C=C(C)N1Cc1ccco1 | i | ? | -2% | 19% | 1.9e-07M* | -7% | i | 7% | i | -7% | 3%
CCOC(=O)c1ccc(NC(=O)CN2C(=O)CSC2=O)cc1 | . | 0.4%[9.22 µM] | -6% | 0% | . | 4% | . | 5% | . | 9% | -2%
O=S(=O)(c1ccccc1)N(Cc1nc(-c2ccccc2)no1)C1CCCCC1 | i | 6.7% | ? | 0% | ? | 0% | 2.9e-06M* | -1% | i | 1% | ?
OCCN1CCN(CCC=C2c3ccccc3Sc3ccc(Cl)cc32)CC1 | i | -1.6%[20.6 µM] | 7%[25.6 µM] | 6%[20.6 µM] | ? | 0%[25.6 µM] | i | 0%[25.6 µM] | i | -6%[20.5 µM] | -9%[26 µM]
CCOc1ccccc1N(CC(=O)NC1CCCCC1)S(C)(=O)=O | . | 0.2%[0.0738 µM] | 11%[11.4 µM] | 0% | . | 6%[11.4 µM] | . | -2%[11.4 µM] | . | -17%[9.17 µM] | -3%[11 µM]
O=C(CSc1nncs1)N1c2ccccc2Sc2ccccc21 | i | -0.3% | 19% | -1% | ? | -1% | i | 0% | i | 3% | ?
Cn1c(COc2ccccc2)nnc1SCC(=O)Nc1ccc(N2CCOCC2)c(Cl)c1 | i | 2.1% | 12% | 3% | i | -6% | i | -8% | i | -1% | -5%
CCOC(=O)c1[nH]c2ccc(F)cc2c1NC(=O)c1cc(OC)c(OC)c(OC)c1 | i | 2.2%[1.84 µM] | 10% | -2% | i | -7% | i | 2% | i | 11% | 0%
Cc1ccc(SCC(=O)NCC(C)C)cc1 | . | 3.6%[0.0738 µM] | 2%[11.4 µM] | -2% | . | 4%[11.4 µM] | . | -3%[11.4 µM] | . | -2%[9.17 µM] | -3%[11 µM]
CCC(=O)N(CCc1ccccc1C)Cc1cc2cc3c(cc2[nH]c1=O)OCO3 | i | . | 48%[activator] | 0% | ? | -9% | 8.8e-08M* | -1% | i | -1% | -1%
N#Cc1cn(Cc2ccccc2)c2ccccc12 | i | -0.7% | -6% | 0% | i | -9% | i | 0% | i | 26% | 1%
COCCCn1c(C)nc2c(c1=O)c1nc3ccccc3nc1n2CCc1ccccc1 | i | . | . | -4%[20.6 µM] | ? | . | 2.7e-07M* | . | i | . | .
Cc1cc(NC(=O)c2cc3n(n2)C(C(F)(F)F)CC(c2ccc(Cl)c(Cl)c2)N3)no1 (stereo unspecified) | i | 3.2% | 20% | -1% | i | -21% | i | 1% | i | 0% | -2%

This is a subset. The share of hits here may be higher or lower than overall.
